# Assay outcomes from PubChem BioAssay.
# CHRM5 PAM – positive allosteric modulators of human muscarinic M5 receptor; P08912; CHO-K1 hM5, Fluo-8 calcium, ACh EC20 PAM; 0% = ACh EC20, 100% = ACh EC100; activation, % at 3 µM; 0.3% of 360,000 active; AID 624038;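 active = activation above the run cutoff, the mean activation of all test compounds plus 3 SD, cut at about 18% in these data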
# Target sequence (P08912 whole entry, looked up): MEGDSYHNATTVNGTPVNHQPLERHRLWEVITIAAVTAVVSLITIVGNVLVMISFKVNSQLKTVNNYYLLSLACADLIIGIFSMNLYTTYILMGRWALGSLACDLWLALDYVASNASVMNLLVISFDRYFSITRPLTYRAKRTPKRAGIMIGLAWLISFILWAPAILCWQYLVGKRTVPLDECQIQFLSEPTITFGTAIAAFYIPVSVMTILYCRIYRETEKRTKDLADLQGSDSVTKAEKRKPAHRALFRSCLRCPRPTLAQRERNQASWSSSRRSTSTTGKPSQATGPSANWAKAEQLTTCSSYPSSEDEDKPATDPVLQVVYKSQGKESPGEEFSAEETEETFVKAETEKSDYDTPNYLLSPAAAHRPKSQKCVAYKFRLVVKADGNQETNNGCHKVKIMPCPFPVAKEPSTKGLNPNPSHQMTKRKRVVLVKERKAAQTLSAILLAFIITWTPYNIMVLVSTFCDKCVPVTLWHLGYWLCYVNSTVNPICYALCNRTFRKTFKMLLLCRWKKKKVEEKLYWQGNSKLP
#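 system = human M5 receptor in CHO-K1 cells | reagent = EC20 acetylcholine as agonist stimulus | compound dosing = single-point, 3 µM nominal | incubation = Fluo-8 loading 80 min at 37 °C plus 30 min room temperature | detection = Fluo-8 calcium dye fluorescence, kinetic read | benchmarks = low control EC20 acetylcholine (0%), high control EC100 acetylcholine (100%)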
# CRFBP-R2 agonist – agonists of human CRF-binding protein/CRF-R2 receptor complex; AID 588473; 0.46% of 350,000 active; activation, % at 13.2 µM; HEK293 CRF-R2/CRF-BP, calcium dye fluorescence (FLIPR); percent of saturating CRF peptide response;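 active = activation of at least 50%, plus an integration ratio under a set limit after plate pattern correction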;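 also: plate controls were neutral control wells without compound for no effect and CRF at EC100 for full effect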
# M5 antag – CHRM5 antagonism in calcium assay; P08912; CHO-hM5 cells, Fluo-8 calcium fluorescence, ACh EC80; inhibition, % at 3 µM; 0.59% of 360,000 active; AID 624040;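 active = inhibition above a per-plate cutoff, the mean of that plate's test compounds plus 3 SD, cut at about 27% in these data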;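 also: 0% = acetylcholine EC80 with DMSO and 100% = DMSO without agonist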
# M4 PAM – potentiates acetylcholine response at human M4 receptor | P08173 | CHO-K1 hM4/Gqi5, Fluo-8 calcium fluorescence, ACh EC20; 0% = ACh EC20, 100% = maximal ACh | 0.4% of 360,000 active | activation, % at 3 µM;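 active = activation above its plate's cutoff, the mean activation of sample wells plus 3 SD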; also: some results filed as inactive read as strong as hits
# TAAR1 agonist – agonists of human TAAR1. Q96RJ0. 0.99% of 360,000 active. CHO RD-HGA16 TAAR1, Fluo-8 calcium fluorescence; vehicle wells 0%, saturating PEA agonist 100%. activation, % at 3 µM. AID 624467;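 active = activation above the mean activation of all test compounds in the run plus 3 SD, cut at about 38% in these data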
# Target sequence (Q96RJ0 whole entry, looked up): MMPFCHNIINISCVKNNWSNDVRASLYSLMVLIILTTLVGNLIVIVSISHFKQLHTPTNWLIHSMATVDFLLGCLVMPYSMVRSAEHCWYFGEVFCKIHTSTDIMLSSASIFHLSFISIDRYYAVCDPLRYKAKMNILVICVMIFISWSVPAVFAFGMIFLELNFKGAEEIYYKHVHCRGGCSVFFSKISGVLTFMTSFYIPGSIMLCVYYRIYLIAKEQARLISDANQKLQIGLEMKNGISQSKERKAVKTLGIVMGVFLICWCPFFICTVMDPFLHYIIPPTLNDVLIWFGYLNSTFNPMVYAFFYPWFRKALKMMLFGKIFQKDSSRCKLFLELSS
#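 Assay system: CHO-derived RD-HGA16 cells with stable Gα16 and human TAAR1; timing: 17-24 h seeding, 75 min 37 °C dye, 30 min RT; read-out: % activation from peak over basal fluorescence ratio, DMSO-to-PEA scaled; measured by: kinetic Fluo-8 calcium fluorescence; benchmarks: low control DMSO, high control PEA (EC100); doses: 3 µM single concentration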
# CHRM5 agonist – CHRM5 agonism in calcium assay; P08912; CHO-K1 hM5 cells, Fluo-8 calcium fluorescence; 0% DMSO wells, 100% maximal acetylcholine response; activation, % at 3 µM; 0.19% of 360,000 active; AID 624037;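 active = activation above the run's mean over test compounds plus 3 SD, cut at about 23% in these data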;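 also: signal is peak over basal fluorescence ratio across the kinetic read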
# TAAR1 antagonist – antagonists of human TAAR1. CHO RD-HGA16 TAAR1, Fluo-8 calcium fluorescence, antagonist. inhibition, % at 3 µM. 1.5% of 360,000 active. AID 624466;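 active = inhibition above a per-plate cutoff, the mean inhibition of test compounds on that plate plus 3 SD, cut at about 49% in these data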;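 also: 0% = DMSO plus EC80 beta-PEA response and 100% = DMSO alone without agonist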
#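 Test system: CHO RD-HGA16 cells bearing hTAAR1 | Reagent: β-PEA, EC80 | Compound dosing: 3 µM, single point | Schedule: Dye loading 75 min at 37 °C, then 30 min room temperature | Signal: Calcium fluorescence with Fluo-8 | Evaluation: Percent inhibition of PEA-evoked calcium signal, max/basal emission ratio | Control set: DMSO-only wells and EC80 β-PEA-stimulated wells | Repeats: Singlicate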
# CRFBP-R2 block – CRF-BP/CRF-R2 complex antagonism; HEK293 CRF-R2/CRF-BP, CRF-induced calcium fluorescence; inhibition, % at 11.8 µM; 0.59% of 350,000 active;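 active = inhibition of the ligand-induced calcium signal above about 50% at the single tested concentration, limit read from the data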
# CHO-K1 Ca PAM – nonselective activator or artifact in parental CHO-K1 calcium assay. ATP EC20, Fluo-8 calcium fluorescence; 0% at ATP EC20, 100% at ATP max. activation, % at 3 µM. 0.02% of 360,000 active. AID 602247;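 active = activation above the run cutoff, the mean activation of all test compounds plus 3 SD, cut at about 40% in these data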;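 also: peak over basal fluorescence ratio in a 140 s read after ATP addition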
# Numbers without * were called inactive; · = no result given.
SMILES,CHRM5 PAM,CRFBP-R2 agonist,M5 antag,M4 PAM,TAAR1 agonist,CHRM5 agonist,TAAR1 antagonist,CRFBP-R2 block,CHO-K1 Ca PAM
CCOC(=O)CCCCC(=O)c1[nH]c(=O)[nH]c1Cn1ccnc1,-3,-0.6,6,-2,6,-1,6,1,3
Nc1nc(N)nc(Cc2ccccc2O)n1,1,-0.8,0,5,3,3,9,-1,-11
O=C1CCCc2c1nc(-c1ccco1)n2O,0,-0.4,-4,-4,-1,-3,1,7,-1
C/C(=N\NC(=O)c1nnn(-c2nonc2N)c1-c1ccc(Cl)c(Cl)c1)c1ccncc1,-5,2.3,4,2,15,-2,-2,-15,9
COc1ccc(-c2cnc3c(NC=O)cc(-c4cc(OC)c(OC)c(OC)c4)cn23)cc1OC,-7,·,6,0,0,1,5,·,-11
CC(C)Cc1nnc(NC(=O)CCC(=O)NCc2ccccc2Cl)s1,1,2.9,-3,1,0,-2,-13,-15,21
CC(C)OC(=O)Nc1ccc2c(c1)N(C(=O)CCN1CCOCC1)c1ccccc1CC2,2,-4.2,3,-8,0,-14,6,-2,3
O=C(Nc1ccc(C(=O)N2CCCC2)cc1)c1ccccc1,-4,-1.1,5,5,0,3,-16,3,4
COc1cccc(CN(c2ccc3c(c2)CCC3)S(=O)(=O)c2ccc(-n3cnnn3)c(OC)c2)c1,-10,-0.7,5,-7,2,-4,7,3,24
CCOC(=O)C1CCN(S(=O)(=O)c2cccc(-c3cn4cc(Cl)ccc4n3)c2)CC1,-8,0.7,4,6,0,-3,6,10,8
CCOc1ccccc1NC(=S)N1CCC(NC(=O)C(C)(C)C)CC1,-2,1.2,11,-6,2,0,-5,-3,19
COc1cccc(CN2CCN(C(=O)c3ccco3)CC2)c1OC,3,18,7,5,0,-3,-16,22,-5
Cc1nnc(NS(=O)(=O)c2ccc(N=Nc3ccc(N)nc3N)cc2)s1,-6,-2.6,13,5,3,-2,-13,14,6
COC(=O)C1=C(C)NC2=C(C(=O)CC(C)(C)C2)C1c1cccc(C)n1 (stereo not drawn),3,0.8,-6,5,4,-4,-3,-9,17
COc1ccccc1CNS(=O)(=O)c1c(C)nc2sccn2c1=O,0,-1.9,-1,-1,1,1,-29,17,3
C/C(=N\NC(=O)c1c[nH]c2ccccc12)c1ccccn1,3,0.0,5,2,1,1,25,-5,9
Cc1ccc(NS(=O)(=O)c2cccc(C(=O)NCC(c3ccco3)N3CCCCC3)c2)cc1 (stereo not drawn),-2,-0.2,15,-8,5,-2,-35,-34,6
CC(=O)C(Cc1ccccc1)NC(=O)CN1CCc2ccccc2C1 (stereo not drawn),5,2.6,-7,-1,4,5,-6,-11,-19
CC(C)c1ccccc1NC(=O)COC(=O)c1c2c(nc3ccccc13)CCN(Cc1ccccc1)C2,-18,3.8,16,-11,12,-1,59*,0,9
COc1ccccc1CNC(=O)COC(=O)c1ccc(N2CCCC2=O)cc1,1,-3.6,-3,-1,6,2,-18,6,-3
COc1ccc(C)cc1NC(=O)C(Sc1nnnn1C)c1ccccc1 (stereo not drawn),3,-1.5,3,-2,2,-4,3,-2,15
CCOC(=O)c1c(C)[nH]c(C)c1S(=O)(=O)N(C)CC(=O)Nc1ccccc1,10,0.5,2,-5,4,1,-25,1,15
COc1ccccc1NC(=O)C(=O)NCc1ccccc1Cl,-4,-1.8,-1,4,2,-1,-13,-13,11
COc1cc(C2NC(=S)NC(C)=C2C(=O)OC(C)C)ccc1OC(C)C (stereo not drawn),-1,-0.6,-2,1,9,-4,10,-5,14
CCn1ccc(-c2ccccc2)c(C#N)c1=O,-4,-0.4,7,6,7,-4,28,13,-16
CCCCOC(=O)Nc1cc(C)c(Cl)cc1OC,2,-0.9,-1,3,12,-2,-22,-6,12
Cc1ccc2[nH]cc(CCNC(=O)Nc3ccccc3)c2c1,-10,-1.1,6,-2,9,6,12,0,11
COc1ccc(NC(=O)CN2CCN(CC(=O)Nc3ccc(F)cc3)CC2)c(OC)c1,5,2.3,-2,-1,-4,-10,4,4,11
O=C(NCCc1ccccc1)c1ccc(-n2cnnn2)cc1,-3,0.9,-1,17,8,1,3,12,16
CC1(C)Cc2c(sc(NC(=O)C(=O)NCCCN3CCOCC3)c2C#N)CO1,0,-0.2,5,7,7,-5,-8,1,7
Cn1ncc([N+](=O)[O-])c1C(=O)NC1CCCCCC1,1,-0.3,5,-7,2,-7,-29,0,14
CCCC(=O)Nc1cc(OCC)c(NC(=O)NC2CCCCC2)cc1OCC,-4,-1.2,5,0,1,2,-20,15,19
Brc1ccccc1CN1CCN(Cc2c[nH]c3ccccc23)CC1,·,-0.4,·,·,29,·,5,-10,·
CCCOP(=O)(OCCC)C(NC(=O)C(C)(C)C)c1ccccc1 (stereo not drawn),-7,1.2,7,0,6,-1,-15,2,15
Cc1ccc(/C=C/C(=O)N2CCCN(C(=O)/C=C/c3ccc(C)cc3)CC2)cc1,-1,-3.1,-1,-4,0,-6,-20,15,9
O=C(NNC(=O)c1ccc(Cl)cc1Cl)c1cnccn1,1,-1.1,10,-11,1,0,-4,-5,6
Cc1ccc(NC(=O)c2cc(-c3ccco3)on2)cc1,-8,-0.7,13,2,19,-1,7,4,5
Cc1ccc(S(=O)(=O)NCC2CCC(C(=O)N3CCN(C)CC3)CC2)cc1 (stereo not drawn),1,0.0,4,6,0,-2,-12,-5,13
O=C(NNS(=O)(=O)c1ccc(F)cc1)c1cc(Cl)ccc1O,-8,-3.2,2,-4,7,5,-8,1,10
COc1cc(NC(=O)c2nnn(Cc3ccc(SC)cc3)c2N)cc(OC)c1,-4,2.5,5,-3,8,4,41,-12,-2

# Arranged by heavy-atom count (largest number first): part of the list above
SMILES,CHRM5 PAM,CRFBP-R2 agonist,M5 antag,M4 PAM,TAAR1 agonist,CHRM5 agonist,TAAR1 antagonist,CRFBP-R2 block,CHO-K1 Ca PAM
Cc1ccc(/C=C/C(=O)N2CCCN(C(=O)/C=C/c3ccc(C)cc3)CC2)cc1,-1,-3.1,-1,-4,0,-6,-20,15,9
COc1cc(NC(=O)c2nnn(Cc3ccc(SC)cc3)c2N)cc(OC)c1,-4,2.5,5,-3,8,4,41,-12,-2
Cc1ccc(S(=O)(=O)NCC2CCC(C(=O)N3CCN(C)CC3)CC2)cc1 (stereo not drawn),1,0.0,4,6,0,-2,-12,-5,13
CCCOP(=O)(OCCC)C(NC(=O)C(C)(C)C)c1ccccc1 (stereo not drawn),-7,1.2,7,0,6,-1,-15,2,15
O=C(NNS(=O)(=O)c1ccc(F)cc1)c1cc(Cl)ccc1O,-8,-3.2,2,-4,7,5,-8,1,10
O=C(NNC(=O)c1ccc(Cl)cc1Cl)c1cnccn1,1,-1.1,10,-11,1,0,-4,-5,6
Cn1ncc([N+](=O)[O-])c1C(=O)NC1CCCCCC1,1,-0.3,5,-7,2,-7,-29,0,14

# Next part:
SMILES,CHRM5 PAM,CRFBP-R2 agonist,M5 antag,M4 PAM,TAAR1 agonist,CHRM5 agonist,TAAR1 antagonist,CRFBP-R2 block,CHO-K1 Ca PAM
CCSc1nnc(N2C(=O)CC(c3ccsc3)C3=C2CC(C)(C)CC3=O)s1 (stereo not drawn),-4,-1.9,3,-2,-2,-3,2,15,4
CC(C)NC(=O)C1C(c2ccccc2)=Nc2ccccc2N1C(=O)c1cc(Cl)cc(Cl)c1 (stereo not drawn),4,·,-14,5,2,-5,-12,·,·
Cc1oc(-c2ccccc2F)nc1CS(=O)CC(=O)NCc1cccs1 (stereo not drawn),-3,-3.9,-1,-2,0,0,-8,-10,9
O=C(O)CCc1ccc(NCc2cccc(Oc3ccccc3)c2)cc1,2,-1.4,15,7,10,3,-3,0,13
CCc1ccccc1NC(=O)c1cnc2scc(C)n2c1=O,-4,-2.2,-4,5,1,2,-15,12,25
COc1ccc(NC(C)=O)cc1S(=O)(=O)N1CC=C(c2ccccc2)CC1,8,0.2,-24,8,3,4,9,11,16
NC(=O)/C(=N\O)c1ccccc1,1,6.5,-7,-1,11,-1,-19,4,-4
Cn1c(=O)[nH]c2ncn(C)c2c1=O,1,0.9,1,2,1,9,-21,-46,21
O=C1NC2(CCC3(CC2)OCCO3)NN1c1ccccc1,1,2.9,20,5,5,-4,16,11,-8
COc1ccc(Cl)cc1NC(=O)CN(C)C(=O)CCSc1ccc(C)cc1,-7,1.9,2,-1,7,-3,-1,1,14
CCN(C(=O)C12CC3CC(CC(C3)C1)C2)C1CCS(=O)(=O)C1 (stereo not drawn),-1,-0.3,3,-6,0,-2,-41,8,15
N/C(=N\OC(=O)c1cnn(-c2ccccc2)c1C(F)(F)F)c1ccc(C(F)(F)F)cc1,-12,2.3,11,-17,3,7,-65,-10,10
Cc1oc(-c2ccc(Cl)cc2)nc1CS(=O)CC(=O)NCCCN1CCCC(C)C1 (stereo not drawn),-2,-1.8,4,0,2,-7,-19,-1,10
COc1ccc(-c2ccccc2C2=CC(=O)CC(C)(C)C2=O)cc1,-2,-0.5,-2,10,2,0,-16,9,8
